# CIT2 TOR yeast: alters CIT2-GFP fluorescence in TOR pathway yeast screen. 320,000 tested, 0.065% active. GFP response vs DMSO, % at 10 µM. AID 2029. S. cerevisiae CIT2-GFP strain, flow cytometry, 3 h; 100 means same as DMSO wells;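 active = GFP response relative to DMSO above a set limit, near the screen mean plus 3 SD, cut at about 150% in these data; inconclusive = Fewer than 70 cells measured for a yeast strain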;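 note: ratio of well median GFP fluorescence to mean of DMSO wells on the plate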
# MEP2 TOR yeast: alters MEP2-GFP fluorescence in TOR pathway yeast screen; GFP response vs DMSO, % at 10 µM; AID 2016; S. cerevisiae MEP2-GFP strain, flow cytometry GFP, 3 h; 100% = DMSO control level; 330,000 tested, 0.51% active;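 active = GFP response versus DMSO above a set limit, roughly screen mean plus 3 SD, cut at about 180% in these data; inconclusive = fewer than 70 cells counted for a yeast strain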;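 note: median GFP fluorescence of the barcode-gated MEP2-GFP cells per well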
# LAP4 TOR yeast: modulators of TOR pathway LAP4-GFP in S. cerevisiae; S. cerevisiae LAP4-GFP multiplex, flow cytometry GFP, 3 h; median GFP as percent of DMSO wells; GFP response vs DMSO, % at 10 µM; 320,000 tested, 0.34% active; AID 2023;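 active = GFP response vs DMSO above a set limit, about the screen mean plus 3 SD, cut at about 150% in these data; inconclusive = under 70 cell events counted for the yeast strain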
# CR mimetic SO: yeast age-related superoxide inhibition as caloric restriction mimetic; 330,000 tested, 0.18% active; superoxide response (% of plate mean), % at 10 µM; AID 2690; S. cerevisiae aged cells, superoxide DHE fluorescence; stronger effect = lower value;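 active = superoxide response under a set limit, about three screen SD below normal, cut at about 65% in these data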;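 note: yeast aged for seven days with compound at 30 °C before DHE staining; 100% = average MFI of all compound-treated wells on the plate with controls excluded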
# AHR act: activates the human aryl hydrocarbon receptor. P35869. AHR-responsive luciferase reporter cells, luminescence. activation, % at 5 µM. 320,000 tested, 2.5% active. AID 2796; in the data active = activation above about 47%;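 note: 0% = vehicle wells and 100% = reference agonist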
# Target sequence (P35869 whole entry, looked up): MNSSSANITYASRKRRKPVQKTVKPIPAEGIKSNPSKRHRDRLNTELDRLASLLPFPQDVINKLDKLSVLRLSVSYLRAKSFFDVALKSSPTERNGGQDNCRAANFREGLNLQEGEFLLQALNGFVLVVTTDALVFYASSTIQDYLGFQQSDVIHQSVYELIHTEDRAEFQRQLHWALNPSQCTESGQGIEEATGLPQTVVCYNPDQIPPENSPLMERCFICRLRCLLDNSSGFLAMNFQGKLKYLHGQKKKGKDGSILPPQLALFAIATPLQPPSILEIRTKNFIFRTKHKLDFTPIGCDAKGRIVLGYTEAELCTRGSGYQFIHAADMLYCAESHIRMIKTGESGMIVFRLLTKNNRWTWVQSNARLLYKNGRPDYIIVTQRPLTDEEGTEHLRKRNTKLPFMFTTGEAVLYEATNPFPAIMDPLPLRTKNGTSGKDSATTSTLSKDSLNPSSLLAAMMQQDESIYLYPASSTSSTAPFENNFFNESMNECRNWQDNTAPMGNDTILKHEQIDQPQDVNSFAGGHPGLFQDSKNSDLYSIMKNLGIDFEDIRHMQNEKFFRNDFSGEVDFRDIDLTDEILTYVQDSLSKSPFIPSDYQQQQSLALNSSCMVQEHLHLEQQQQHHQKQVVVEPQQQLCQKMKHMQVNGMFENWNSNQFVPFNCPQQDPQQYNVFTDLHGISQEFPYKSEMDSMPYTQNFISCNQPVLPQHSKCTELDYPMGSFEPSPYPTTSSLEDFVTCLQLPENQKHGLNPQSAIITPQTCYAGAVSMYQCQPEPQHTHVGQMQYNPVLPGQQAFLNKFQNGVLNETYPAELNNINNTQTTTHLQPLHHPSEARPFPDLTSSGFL
# AGP1-GFP MLPCN: yeast TOR pathway AGP1-GFP modulation | S. cerevisiae AGP1-GFP multiplex flow cytometry, 3 h; GFP as percent of DMSO wells | GFP response vs DMSO, % at 10 µM | 320,000 tested, 0.02% active | AID 2066;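 active = GFP response relative to DMSO above a set limit, near screen average plus 3 SD, cut at about 150% in these data; inconclusive = fewer than 70 cells counted for the yeast strain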;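 note: median GFP channel fluorescence of the gated AGP1 strain per well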
# RPL19A TOR yeast: yeast TOR pathway RPL19A-GFP modulation; 330,000 tested, 0.3% active; AID 2025; percent response vs DMSO, % at 10 µM; S. cerevisiae RPL19A-GFP strain, flow cytometry, 3 h; stronger effect = lower value;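 active = percent response vs DMSO below 50%; inconclusive = fewer than 70 events counted for the yeast strain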;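 note: median channel GFP fluorescence of the barcoded RPL19A-GFP strain; ratio of sample median GFP to plate DMSO average so 100% = DMSO; lower means less RPL19A-GFP as with rapamycin TOR inhibition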
# Efflux pump inh: inhibitors of Candida antifungal efflux pumps expressed in yeast. 330,000 tested, 0.44% active. inhibition, % at 10 µM. AID 485275. S. cerevisiae Candida pump triplex, Nile Red efflux;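 active = plate passing quality check with inhibition over a set limit, or well fluorescence over plate mean plus 4 SD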;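 note: Nile Red retained in pooled yeast measured as flow cytometry median fluorescence; 0% = buffer negative control and 100% = Enniatin B positive control; higher means more Nile Red kept so more efflux inhibition; some compounds called inactive have numbers as strong as hits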
# Starred values were filed as active, the others as inactive; ? = inconclusive; nt = no result given.
SMILES,CIT2 TOR yeast,MEP2 TOR yeast,LAP4 TOR yeast,CR mimetic SO,AHR act,AGP1-GFP MLPCN,RPL19A TOR yeast,Efflux pump inh
CC(C)(C)NC(=O)CN(C(=O)c1ccc(CN2CCOCC2)o1)c1ccc2c(c1)OCCO2,90,99,98,97,0,102,100,0.2
CC(=O)N/N=C/c1c(C)[nH]n(-c2ccccc2)c1=O,105,106,84,112,37,93,105,0.0
O=C(CCC1(C(=O)O)CCC(=O)NC1)NCc1ccccc1 (stereo not drawn),105,104,108,93,-3,105,101,-0.1
CC(=O)c1cccc(NC(=O)C(C)OC(=O)CCN=C2NS(=O)(=O)c3ccccc32)c1 (stereo not drawn),94,103,105,112,6,105,103,0.0
COc1ccc(OC)c(N(CC(=O)NC2CCCC2)S(=O)(=O)c2ccc(OC)c(OC)c2)c1,97,94,98,95,2,95,99,-0.1
O=S(=O)(c1ccccc1)N1CCN(Cc2ccccc2)CC1,105,106,88,101,7,97,102,0.1
CCCN1CCN(c2ncnc3c2nnn3Cc2ccccc2)CC1,91,92,91,104,17,97,93,-0.1
Cc1ccc(S(=O)(=O)C2(C(=O)N3CCN(c4ccccc4F)CC3)CC2)cc1,99,96,91,112,3,96,97,0.1
Cn1c(C(=O)N2CCCC(C(=O)N3CCN(C(=O)c4ccco4)CC3)C2)cc2sccc21 (stereo not drawn),102,103,95,103,-1,99,93,-0.2
COc1ccc(CCN(Cc2nc(-c3ccccc3)no2)Cc2nc(-c3ccccc3)no2)cc1OC,94,92,90,101,1,94,95,-0.1
CC(C)(C)c1ccc(C(CC(=O)O)NC(=O)Cc2ccc(Cl)cc2)cc1 (stereo not drawn),116,108,95,85,1,99,109,0.1
O=C(NCc1ccco1)c1ccc(CN2CCOCC2)cc1,93,99,97,98,4,102,98,0.2
COc1ccc(-c2nn(-c3ccccc3)cc2/C=N/NC(N)=S)cc1OC,91,111,113,98,17,106,98,-0.1
COc1ccc(CN2CCN(Cc3ccccc3F)CC2)c(OC)c1,97,113,94,92,1,97,98,-0.2
CCOC(=O)c1c(NC(=O)C2CC2)sc2c1CC(C)(C)OC2,99,96,110,93,1,102,99,-0.1
Cc1cc(C)c2nc(N)sc2c1,111,97,102,90,29,103,99,-0.1
COc1ccc(/C=C2\SC(=S)N(CCC(=O)N3CCCCC3CCO)C2=O)cc1 (stereo not drawn),86,95,107,89,1,86,99,0.3
O=C(CN1C(=O)C2CC=C(Cl)CC2C1=O)Nc1ccc(C(=O)O)cc1 (stereo not drawn),103,101,98,109,0,99,101,0.0
Fc1ccc(N2CCN(C(=S)NCc3ccco3)CC2)cc1,92,100,111,96,-2,91,93,-0.1
O=C(Nc1ccccc1)Nc1ccc(Br)cc1F,?,?,?,96,10,?,?,-0.1
CCc1ccc(NC(=O)CSc2nnc(C3CC3)n2CC2CCCO2)cc1 (stereo not drawn),102,106,95,114,7,101,103,-0.2
CC(C)C[C@H](NC(=O)c1nc[nH]c1C(=O)NCc1ccccc1)C(=O)OCc1ccccc1,94,100,123,93,-1,85,88,0.0
Cc1nnc(SCCC(=O)Nc2ccccc2Cl)o1,100,99,93,105,-1,101,101,0.0
Cc1cc(NC(=O)Cn2cnc3c(nnn3-c3ccc(C)c(Cl)c3)c2=O)no1,110,112,107,97,-2,100,98,-0.1
O=C1CC(=O)Nc2cc(S(=O)(=O)Nc3ccc(Cl)c(C(F)(F)F)c3)ccc2N1,101,102,94,100,-1,101,103,0.0
# (continued)
SMILES,CIT2 TOR yeast,MEP2 TOR yeast,LAP4 TOR yeast,CR mimetic SO,AHR act,AGP1-GFP MLPCN,RPL19A TOR yeast,Efflux pump inh
Cc1cc(C)cc(NS(=O)(=O)c2ccc3oc(=O)ccc3c2)c1,107,100,99,82,0,105,97,-1.0
COc1ccc(/C(O)=C2/C(=O)C(=O)N(c3ccccn3)C2c2ccc(F)cc2)cc1 (stereo not drawn),91,104,96,94,nt,93,104,0.0
COc1cccc(COC(=O)c2nn(-c3ccccc3)nc2N)c1,101,105,94,99,4,94,100,0.2
CCOc1ccccc1Nc1nnc(SCC(=O)NC(=O)c2cccn2C)s1,99,108,98,108,3,103,105,-0.1
C=CCNC(=O)CSc1nnc(-c2ccccc2Br)n1-c1cccc(C(F)(F)F)c1,94,93,88,109,9,92,98,-0.2
CCOC(=O)Cc1csc(SCC(=O)c2c(N)n(CC(C)C)c(=O)n(C)c2=O)n1,87,104,99,92,0,110,101,-0.1
Cc1ccc(NC(=O)CCSc2nnc(Cc3ccccc3)o2)cc1,104,105,99,124,1,107,102,0.1
CCn1c(SCC(=O)N2CCCC2=O)nnc1-c1cccs1,111,96,96,120,1,103,98,-0.3
CC1CCc2c(sc(NC(=O)Cn3nc(C(F)(F)F)c4c3CCCCC4)c2C#N)C1 (stereo not drawn),95,95,91,99,0,96,96,0.1
COC(=O)c1c(NC(=O)CSc2nnnn2-c2ccccc2)sc2c1CCCC2,98,105,104,108,13,110,102,0.1
CCNc1nc(NCC)nc(SCCOC(=O)c2ccccc2)n1,100,105,101,84,0,102,101,-0.1
Oc1ccc(Cl)cc1/C=N/c1nc2ccccc2[nH]1,91,100,94,101,12,96,96,0.2
CN1CCN(Cc2c(C(=O)N3CCc4ccccc4C3)nc3ccc(Cl)cn23)CC1,101,103,110,111,17,110,104,0.2
Cc1ccc(S(=O)(=O)N2CCN(C(=O)CSc3nc4ccccc4c(=O)[nH]3)CC2)c(C)c1,100,117,100,95,1,96,102,0.1
COc1cc(NC(=O)C2CCCN(S(=O)(=O)c3ccc4c(c3)oc(=O)n4C)C2)cc(OC)c1 (stereo not drawn),106,113,100,96,3,108,104,0.1
COc1ccc(NC(=O)C2=C(C)NC(=O)NC2c2ccccc2[N+](=O)[O-])cc1 (stereo not drawn),96,105,99,106,2,99,98,0.0
COc1ccc(N(C(=O)COc2ccccc2)C2C=CS(=O)(=O)C2)cc1 (stereo not drawn),106,104,102,97,0,100,99,-0.1
COc1ccc(Cc2nnc(NC(=O)c3ccccc3[N+](=O)[O-])s2)cc1,102,105,96,133,26,98,112,0.0
COC(=O)c1cc(=O)nc2sc(-c3ccccc3)nn12,94,100,102,107,3,nt,95,-0.1
Cc1cc(C)c(NC(=O)Cc2ccc(-n3cccc3)cc2)c(C)c1,98,106,103,97,-2,99,102,-0.2
Nc1nc(CSc2nc3ccccc3s2)nc(N2CCOCC2)n1,94,99,110,98,1,96,97,0.1
O=C(c1ccc(N2CCCCC2)c([N+](=O)[O-])c1)N1CCN(c2ccccn2)CC1,92,95,101,101,-1,100,95,0.2
CCOc1cc(/C=N\NC(=O)Cn2nc([N+](=O)[O-])cc2C)ccc1OCc1cccc2ccccc12,92,101,nt,114,17,99,102,0.0
CC1(C)CC2(CCCN(CC(O)(c3ccccc3)c3ccccc3)C2)CCO1 (stereo not drawn),93,104,98,96,0,106,98,-0.1
O=C(Nc1cccnc1)Nc1ccccn1,110,102,100,100,3,105,95,-0.1

# In the list so far, these contain a CF3 group:
SMILES,CIT2 TOR yeast,MEP2 TOR yeast,LAP4 TOR yeast,CR mimetic SO,AHR act,AGP1-GFP MLPCN,RPL19A TOR yeast,Efflux pump inh
O=C1CC(=O)Nc2cc(S(=O)(=O)Nc3ccc(Cl)c(C(F)(F)F)c3)ccc2N1,101,102,94,100,-1,101,103,0.0
C=CCNC(=O)CSc1nnc(-c2ccccc2Br)n1-c1cccc(C(F)(F)F)c1,94,93,88,109,9,92,98,-0.2
CC1CCc2c(sc(NC(=O)Cn3nc(C(F)(F)F)c4c3CCCCC4)c2C#N)C1 (stereo not drawn),95,95,91,99,0,96,96,0.1

# Further entries follow.
SMILES,CIT2 TOR yeast,MEP2 TOR yeast,LAP4 TOR yeast,CR mimetic SO,AHR act,AGP1-GFP MLPCN,RPL19A TOR yeast,Efflux pump inh
Cn1c(=O)n(Cc2ccc(F)cc2)c(=O)c2c1nc1n2CCCN1C1CCCCC1,108,103,97,98,12,104,101,0.0
COc1ccc(NC(=O)Cc2coc3cc(C)ccc23)cn1,91,86,91,101,0,89,92,-0.2
FC(F)(F)c1ccc(N2CCN(c3cc(-c4ccccc4)nc4ncnn34)CC2)nc1,99,99,108,103,5,96,98,0.0
CC(=O)c1cccc(NC(=O)Nc2ccc(C(=O)N3CCOCC3)cc2)c1,100,95,96,100,-4,102,96,-0.1
CCCOC1CCCN(C(=O)c2cc(COc3c(F)cccc3F)on2)C1 (stereo not drawn),102,101,78,109,12,97,108,0.0
N#Cc1nc(-c2cccs2)oc1NCCCN1CCOCC1,104,104,100,103,2,104,100,0.0
O=C(NCC(=O)N(Cc1ccco1)C(C(=O)NC1CCCC1)c1ccncc1)c1cccs1 (stereo not drawn),77,96,90,97,2,95,95,-0.1
Cc1cc(N2CCCCC2)nc(SCc2ccc(C#N)cc2)n1,103,100,97,110,0,101,98,0.2
COc1cccc(C(=O)NCC(=O)N/N=C(C)\C=C\c2ccccc2)c1,105,98,95,94,12,101,93,0.0
Cc1cc(C)c(OCC(=O)Nc2nc(-c3ccccn3)cs2)c(C)c1,78,83,153*,109,7,75,88,0.6*
COc1ccccc1N1CCN(c2nc(-c3ccccc3)cc(C(F)(F)F)n2)CC1,102,102,108,102,1,105,104,-0.4
Cc1ccc(C)c(OCCC(=O)OCC(=O)N(C)c2c(N)n(Cc3ccccc3)c(=O)[nH]c2=O)c1,97,99,106,84,1,101,98,0.0
Cc1oc2nc(SCCCC(=O)NCCCO)nc(N)c2c1C,109,107,100,109,0,102,102,0.1
CC1(C)CC(CC(=O)Nc2ccccn2)C(=O)O1 (stereo not drawn),94,93,94,108,-3,96,91,0.0
COc1ccc(N2CCN(C(=O)c3cccc(N4C(=O)C5C6C=CC(C6)C5C4=O)c3)CC2)cc1 (stereo not drawn),91,93,95,94,1,95,90,0.0
COc1cccc(NC(=O)NC(=O)c2c(C)cc(Cl)nc2Cl)c1,104,94,105,98,5,106,100,-0.1
O=C(c1cc(COc2ccc(F)cc2Cl)on1)N1CCc2sccc2C1,102,100,102,95,-3,100,97,0.0
CC(=NC(C)C)C1=C(O)C(C)OC1=O (stereo not drawn),100,101,100,93,-1,102,104,0.1
O=C(O)c1ccc(N2CCN(C(c3ccccc3)c3ccccc3)CC2)c([N+](=O)[O-])c1,101,100,118,107,1,105,100,0.0
CC1=C(C(=O)OC(C)C)C(c2cccnc2)C2=C(CCCC2=O)N1 (stereo not drawn),101,98,99,94,1,100,99,0.0
CCOC(=O)N1CCN(CC(O)COc2ccc3c(c2)CCC3)CC1 (stereo not drawn),94,93,98,93,0,95,97,0.0
CC(=O)c1cc(NC(=O)c2ccccc2)c(=O)oc1C,109,116,113,103,38,106,103,0.0
Cc1cccc(-c2ncc(CN3CCC(CO)(CCCc4ccccc4)CC3)cn2)c1,99,104,98,87,14,92,102,0.2
Cc1ccc(C(CC(N)=O)c2ccco2)cc1 (stereo not drawn),99,100,97,99,-3,nt,95,-0.1
CCCNC(=O)c1ccc(Cl)cc1Cl,109,104,105,84,-1,109,103,-0.2
COc1ccc(NC2CCCN(C(=O)CCN3CCCC3=O)C2)cc1 (stereo not drawn),98,100,99,85,-3,100,97,-0.1
O=C(c1ccccc1)N1CCN(c2ncnc3c(-c4ccccc4)nsc23)CC1,107,65,96,99,2,85,101,0.0
Cn1cnnc1Sc1ccc(S(C)(=O)=O)cc1[N+](=O)[O-],102,100,110,114,2,107,101,0.1
CN(C)c1ccc(N=c2sc3ccccc3n2C)cc1,91,100,105,90,13,98,97,0.1
Cc1ccccc1C(=O)N/C(=C/c1ccc(-c2cccnc2Cl)o1)C(=O)NCCCN1CCN(C)CC1,120,100,103,103,4,106,105,-0.2

# Screening results from PubChem.

# Compounds were not picked by outcome. About 3.9% of those tested had a hit in this group.
